# PDI turbidity: inhibitors of human protein disulfide isomerase; P07237; PDI insulin aggregation turbidity, A650, 90 min; inhibition, % at 10 µM; hit rate 0.052% among 350,000; AID 588391;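 active means mean inhibition across replicates of 30% or more, whatever share of single replicates reach that level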;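 further: absorbance from insulin aggregation driven by PDI reduction with DTT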
# Glyco luc inh: blocks N-linked glycosylation in D54 reporter cells; reporter increase, % at 12.5 µM; hit rate 0.23% among 360,000; AID 588692; D54 ERlucT glycosylation luciferase reporter, 24 h; percent of 100 nM tunicamycin response;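 active means mean luciferase reporter signal, scaled so untreated is 0 and the glycosylation-blocking control 100, at or above a set limit in every replicate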;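 further: luciferase carries N-glycosylation sites so blocking glycosylation raises the light; 0% = median of neutral control wells and 100% = median of 100 nM tunicamycin wells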
# ABHD5-PLIN5 inh: ABHD5-PLIN5 protein interaction inhibition | Q00G26+Q8WTS1 | Split G. princeps luciferase complementation, luminescence, 4 h | inhibition, % at 4 µM | hit rate 0.78% among 360,000 | AID 602281;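 active means inhibition above the mean inhibition across every tested compound plus 3 SD, cut at about 22% in these data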;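 further: 0% = DMSO only wells and the 100% control is not disclosed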
# CaV13 ICDI inh: Primary screen for inhibitors of IQ motif and Ca2+-dependent inactivation inhibitor domain binding in CACNA1D, Förster resonance energy transfer in living cells, …; HEK cells, CFP/YFP FRET ICDI-IQ, plate reader, 10 min; percent FRET-ratio fall versus neutral wells; inhibition, % at 12.3 µM; hit rate 0.098% among 340,000; AID 743397;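 active means mean replicate inhibition of at least 30% and at least 1% of replicates passing that level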;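 further: 0% = median of the neutral control wells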
# Cardio protect: protects H9c2 cardiomyocytes from peroxide injury | H2O2 injury protection, ATPLite, 2 h | protection from H2O2 cell death, % at 20 µM | hit rate 0.63% among 360,000;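 active means compounds giving at least 50% protection of heart cells from peroxide-induced death in the single-dose screen, raw or plate-pattern-corrected value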;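 further: 0% = DMSO wells with peroxide and 100% = DMSO wells without peroxide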
# MC4R antag cAMP: antagonists of human melanocortin 4 receptor (MC4R). AID 540295. P32245. MC4R-expressing cells, MTII-stimulated cAMP, LANCE TR-FRET. inhibition, % at 6.5 µM. hit rate 0.48% among 360,000;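 active means inhibition above its plate's cutoff, the mean of tested wells on that plate plus 3 SD, cut at about 29% in these data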;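 further: 0% = Melanotan II alone and 100% = Melanotan II plus saturating MCL0020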
#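 Assay system: U2OS-MC4R stable cell line; Also added: Melanotan II; Technique: Eu-cAMP/anti-cAMP TR-FRET, emission 671 nm; Times: 30-min compound, 1-h challenge, 1-h detection, room temperature.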
# Granule exo inh: blocks lytic granule exocytosis; TALL-104 LAMP-1 surface exposure, flow cytometry; cells stimulated with thapsigargin and PMA; inhibition, % at 10 µM; hit rate 0.66% among 360,000;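 active means inhibition above about 55%, limit read from the data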
# MC4R ag barr: human MC4R agonism via beta-arrestin; P32245; activation, % at 8.9 µM; hit rate 0.98% among 360,000; U2OS MC4R beta-arrestin complementation, luminescence; percent of melanotan II response, DMSO zero; AID 540308;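 active means activation above a per-plate cutoff, the mean activation of sample wells on that plate plus 3 SD, cut at about 8% in these data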
# m5-HT2A agonist: agonists of mouse serotonin 5-HT2A receptor (HTR2A); P35363; CHO-K1 mHTR2A beta-arrestin complementation, luminescence; percent of 30 µM serotonin response; activation, % at 7.6 µM; hit rate 0.66% among 360,000; AID 624169;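 active means activation above a run cutoff, the mean activation of all tested compounds plus 3 SD, cut at about 14% in these data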;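 further: 0% = plate median of compound wells and 100% = 30 µM serotonin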
# ABCB6 inh 2: inhibitors of human ABC transporter ABCB6; Q9NP58; K562-ABCB6 porphyrin accumulation, flow cytometry, 1 h; stronger effect = lower value; fluorescence ratio to DMSO, % at 10 µM; hit rate 0.19% among 360,000;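 active means fluorescence ratio to DMSO below 75%, the collection mean minus 3 SD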;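 further: signal is porphyrin accumulated inside mitochondria; 100% equals median channel fluorescence of DMSO control wells; lower ratio means ABCB6 inhibition with less porphyrin fluorescence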
# Target sequence (Q9NP58 whole entry, looked up): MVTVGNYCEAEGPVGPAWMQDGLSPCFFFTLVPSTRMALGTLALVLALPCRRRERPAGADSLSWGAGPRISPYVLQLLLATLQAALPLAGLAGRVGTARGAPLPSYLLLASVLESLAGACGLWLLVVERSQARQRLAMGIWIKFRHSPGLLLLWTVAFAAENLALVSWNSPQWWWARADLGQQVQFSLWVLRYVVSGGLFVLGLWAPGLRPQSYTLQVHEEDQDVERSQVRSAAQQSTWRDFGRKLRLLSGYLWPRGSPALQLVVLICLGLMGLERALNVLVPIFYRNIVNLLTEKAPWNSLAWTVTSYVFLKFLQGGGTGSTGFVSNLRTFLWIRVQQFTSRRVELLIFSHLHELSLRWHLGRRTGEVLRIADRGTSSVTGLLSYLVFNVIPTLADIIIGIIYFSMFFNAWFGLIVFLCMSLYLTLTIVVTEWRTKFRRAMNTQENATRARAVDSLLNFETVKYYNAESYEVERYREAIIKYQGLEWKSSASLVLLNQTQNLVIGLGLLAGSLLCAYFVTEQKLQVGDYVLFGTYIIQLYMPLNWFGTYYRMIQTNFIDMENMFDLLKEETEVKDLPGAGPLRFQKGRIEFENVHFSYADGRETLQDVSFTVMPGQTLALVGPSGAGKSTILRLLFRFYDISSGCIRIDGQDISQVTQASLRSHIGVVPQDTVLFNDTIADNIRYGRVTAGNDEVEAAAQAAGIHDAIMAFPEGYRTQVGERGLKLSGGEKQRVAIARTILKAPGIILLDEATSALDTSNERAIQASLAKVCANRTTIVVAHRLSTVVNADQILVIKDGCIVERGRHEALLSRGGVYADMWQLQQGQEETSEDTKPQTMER
# Starred values were filed as active, the others as inactive; x = not tested or not shown. The order is random, and some 4.2% of all compounds hit somewhere here.
SMILES,PDI turbidity,Glyco luc inh,ABHD5-PLIN5 inh,CaV13 ICDI inh,Cardio protect,MC4R antag cAMP,Granule exo inh,MC4R ag barr,m5-HT2A agonist,ABCB6 inh 2
CC(C)(C)NC(=O)c1ccc2c(c1)C(=O)N(Cc1ccco1)C2=O,8,0,7,-2,5,2,-4,0.7,-5,99
O=C(CN1CCN(Cc2ccc(F)cc2)CC1)Nc1ccccc1F,1,3,-5,-18,4,8,-1,0.1,-3,104
O=c1[nH][nH]c(-c2ccccc2)c1C=Nc1ccccc1,-4,2,5,-4,8,5,0,-1.5,1,95
CCCCN(C(=O)C1CSC2(C)CCC(=O)N12)c1c(N)n(CC(C)C)c(=O)[nH]c1=O (stereo unspecified),-5,-1,-1,-5,7,14,10,-0.2,4,97
CC(C)(C)OC(=O)NCc1ccc(CNC(=O)c2nc[nH]c2C(=O)N2CCN(C(=O)OC(C)(C)C)CC2)cc1,9,-3,5,-7,24,5,-8,1.0,6,93
CN1CCC(N(C)S(=O)(=O)c2ccc(NC(=O)COc3ccc(F)cc3Cl)cc2)CC1,-4,0,-8,-2,-1,7,5,-1.9,-9,99
[O-]c1c[n+](-c2ccc(-[n+]3cc([O-])on3)cc2)no1,-6,1,-3,4,-15,8,-2,-2.8,7,109
O=C(/C=C/c1ccco1)NCC1OCCc2ccccc21 (stereo unspecified),14,2,20,8,5,0,14,-1.5,2,93
Cn1c(N)c(C#N)c(C#N)c1-c1ccccc1,0,-5,-1,x,10,-5,-4,-0.9,-2,107
COc1ccc(C(=O)NCC(=O)OCC(=O)Nc2cc(OC)ccc2OC)cc1,1,-1,-7,-5,-1,-1,-2,2.5,-2,99
O=C(Nc1ccncc1)c1cccc(S(=O)(=O)N2CCN(c3ccc(F)cc3)CC2)c1,4,4,8,-5,-21,10,-2,-1.8,-4,100
CCOC(=O)C1=C(C)C(c2ccccc2OC)NC(=O)N1 (stereo unspecified),16,2,3,-4,0,4,3,-0.8,4,90
c1ccc(-c2ccc(OCCN3CCOCC3)cc2)cc1,-1,-1,-1,-9,-2,13,4,-2.7,-9,92
COc1ccc(C(c2oc(CO)cc(=O)c2O)c2oc(CO)cc(=O)c2O)cc1OC,6,0,4,-3,0,5,-1,-1.3,3,100
CC1CN(C(=O)/C=C/c2ccc(SC(F)F)cc2)CC(C)O1 (stereo unspecified),8,-1,-3,-3,-1,4,10,-1.4,2,98

# As entered above:
# [O-]c1c[n+](-c2ccc(-[n+]3cc([O-])on3)cc2)no1 in m5-HT2A agonist reads 7
# O=c1[nH][nH]c(-c2ccccc2)c1C=Nc1ccccc1 in PDI turbidity reads -4

# Additional results:
SMILES,PDI turbidity,Glyco luc inh,ABHD5-PLIN5 inh,CaV13 ICDI inh,Cardio protect,MC4R antag cAMP,Granule exo inh,MC4R ag barr,m5-HT2A agonist,ABCB6 inh 2
CC(C)(C)OC(=O)C1C(=O)CC(C)(O)C(C(=O)OC(C)(C)C)C1c1ccco1 (stereo unspecified),1,-1,1,-8,-1,3,-2,2.5,-1,89
CCOC(=O)c1cccc(NC(=O)c2ccc(NC(=O)c3ccco3)cc2)c1,7,-1,-2,x,28,-1,7,2.4,-1,103
CC(OC(=O)CCN=C1NS(=O)(=O)c2ccccc21)C(=O)NCc1ccccc1 (stereo unspecified),-7,0,2,-5,0,3,4,0.2,0,96
Cc1ccc(S(=O)(=O)NCCCC(=O)C=[N+]=[N-])cc1,3,-1,3,x,2,4,-3,-2.9,0,95
Cc1ccc(Oc2ncccc2/C=N/O)cc1,-8,0,-1,-6,1,0,-4,-0.9,3,98
COc1ccc(S(=O)(=O)N2CCCCC2)cc1NC(=O)CCc1cc(OC)c(OC)c(OC)c1,-5,-1,4,-5,-3,12,-9,-0.7,6,100
COc1ccc(/C=N\NC(=O)c2sc(N)nc2C)cc1OC,-3,6,-5,x,26,-7,0,-2.8,-3,87
N#CCCN(C(=O)COC(=O)CCc1c[nH]c2ccccc12)c1ccc(F)cc1,7,0,2,-14,2,4,4,-0.1,8,97
COc1ccc(-n2nnc3c(=O)n(CC(=O)N4CCCCC4)cnc32)cc1,x,0,-10,-3,2,-1,-4,0.2,4,103
CCOC(=O)[C@]12CCC=C1N(Cc1ccco1)C(=O)[C@H](CC(=O)N1CCN(C(=O)C3CC3)CC1)C2,x,x,-4,-10,x,x,6,x,7,97
CCN(CCO)c1ccc(NC(=S)Nc2cccc(S(=O)(=O)N(C)C)c2)cc1,-4,3,-19,-5,-7,2,-2,-0.9,2,105
C=C1CCN([C@@H](Cc2ccccc2)C(=O)N2CCOCC2)S(=O)(=O)c2ccccc21,5,1,2,-4,2,12,0,-0.9,0,100
O=C(c1ccc(NS(=O)(=O)c2ccc3c(c2)OCCO3)cc1)N1CCCCC1,-2,-1,-4,-2,-4,15,5,0.1,0,93
NCCc1nnc(SCc2c(F)cccc2Cl)o1,2,2,0,-6,5,-1,0,-3.7,-2,98
O=c1c2c(nc3cc(-c4ccc(Cl)cc4)[nH]n13)CCS2,9,-11,-6,-5,-18,2,-3,-0.7,0,92
Cc1ccnc(NC(=O)C2CCCN(S(=O)(=O)c3ccc4[nH]c(=O)ccc4c3)C2)c1 (stereo unspecified),-5,0,-6,-14,6,7,-4,-2.2,-2,99
COc1ccc(C(=O)Nc2ccc(NC(=O)c3cccs3)cn2)cc1,12,-2,2,-3,1,5,-6,0.1,0,99
CCn1cc(C(=O)O)c(=O)c2cc(F)c(N3CCN(C(=O)Nc4ccccc4)CC3)cc21,2,1,-5,-9,7,12,-5,-1.2,-1,98
COc1ccc(CCn2c(C)cc(C(=O)CN3C(=O)C(=O)N(Cc4ccco4)C3=O)c2C)cc1,-3,7,-3,-2,-6,9,-2,0.0,1,99
CC(=O)N1CCN(CCN2C(C)=CC(=C(C#N)C#N)C=C2C)CC1,4,3,10,1,0,-1,-2,0.2,11,103
CCCOc1ccc(C2C(C(=O)c3ccc(C)o3)=C(O)C(=O)N2CCN2CCOCC2)cc1OC (stereo unspecified),-1,-1,-2,x,0,-8,3,-1.4,-3,108
COC(=O)Cc1ccc(NC(=S)Nc2ccc(N3CCOCC3)cc2)cc1,-2,3,-9,-5,4,13,8,2.1,-15,104
CC(C)CC1NC(=O)N(CC(=O)Nc2ccc(OCc3ccccc3)cc2)C1=O (stereo unspecified),-2,-3,-1,-6,-6,9,-5,-0.9,4,99
CCc1ccc(NCc2nc3ccccc3c(=O)[nH]2)cc1,12,-4,-1,-5,5,8,-3,0.0,1,98
Cc1sc2ncn(CC(=O)NCC(=O)N3CCN(c4ccccc4F)CC3)c(=O)c2c1C,7,0,7,-3,-5,-3,0,-2.7,-7,94
Cc1cccc2c(=O)c(-c3ccc4c(c3)OCO4)c(NC(=O)c3ccco3)oc12,7,-7,0,-3,6,2,1,-3.0,8,102
COc1cccc(/C=C/C(=O)NNC(=O)c2ccccc2)c1OC,-4,-2,3,-5,-6,4,1,1.2,-4,99
CN1CC(=O)N(C)c2nc(Br)n(C)c2C1=O,-3,1,-6,-9,6,2,-2,-0.2,2,101
CCCCC(=O)N1C(C)CCC1C (stereo unspecified),-4,3,0,-6,-1,12,-4,0.5,4,102
COc1ccc(CCNC(=O)C(=O)NCC2OCCN2S(=O)(=O)c2ccc3c(c2)OCCO3)cc1OC (stereo unspecified),6,1,-3,x,4,3,7,-2.5,-4,92
Nc1nc(N)c2cc(S(=O)(=O)c3cccc(C(F)(F)F)c3)ccc2n1,0,-3,1,-8,-12,5,-4,-2.0,1,96
CC(=O)Nc1ccc(S(=O)(=O)NC2(C(F)(F)F)N=C(c3ccccc3)NC2=O)cc1 (stereo unspecified),-8,3,8,-7,1,3,-3,0.4,1,108
Cc1ccc(C)c(NC(=O)CCC(=O)N/N=C/c2ccc3c(c2)OCO3)c1,1,2,-3,-7,-7,31*,17,1.2,-1,98
NC(=O)CN1C(=O)C(=O)N(Cc2ccc(Cl)cc2)C1=O,-4,0,0,-2,-1,5,17,2.0,-2,103
C=CCNC(=O)Nc1cc(Cl)ccc1OC,2,-1,-1,5,4,11,-4,-0.8,1,112
CCCC1=Nc2cc(C(=O)NCCCN3CCOCC3)ccc2Sc2ccccc21,12,-1,7,-7,-2,-6,1,-1.6,0,92
CN1CCN(C(=O)c2ccc3c(c2)N(C)C(=O)/C(=C/c2cccc(Cl)c2)S3)CC1,3,-4,-2,-3,-2,9,6,-1.7,-10,86
CC(C)COc1cc(=O)[nH]c(SCC(C)C)n1,0,-1,-2,-2,14,4,-1,-0.6,-1,96
CC(=O)Nc1ccc(C(=O)OCCc2ccccc2)cc1,-1,-2,1,-8,-1,8,-15,0.2,-12,100
Cc1cc2c(cc1S(=O)(=O)N1CCN(c3cccc(C(F)(F)F)c3)CC1)OCC(=O)N2,13,-1,-7,-3,-6,6,-2,7.6,-4,102
O=C(CSc1ccc(Br)cc1)N1CCN(S(=O)(=O)c2ccccc2)CC1,-3,-3,-6,x,3,7,10,-2.0,-3,101
O=c1[nH]n2c(=O)c3c([nH]c2c1N=Nc1ccccc1)CCC3,9,1,5,-4,-3,-18,-1,-4.5,0,95
COC(=O)NCc1cccc(CNC(=O)OC)c1,7,2,13,-5,1,4,-1,1.3,3,115
C[C@H](CO)N1C[C@H](C)[C@H](CN(C)Cc2ccncc2)Oc2ncc(C#CC3CC3)cc2C1=O,0,-1,0,-7,7,10,-2,-1.7,5,101
CC(C)n1nnnc1SCC(=O)Nc1ccccc1N1CCOCC1,2,0,-4,x,4,7,-2,-1.6,4,93

# Structures listed so far that bear a hit mark in MC4R antag cAMP:
Compound | PDI turbidity | Glyco luc inh | ABHD5-PLIN5 inh | CaV13 ICDI inh | MC4R antag cAMP | Granule exo inh | MC4R ag barr | m5-HT2A agonist | ABCB6 inh 2
Cc1ccc(C)c(NC(=O)CCC(=O)N/N=C/c2ccc3c(c2)OCO3)c1 | 1 | 2 | -3 | -7 | 31* | 17 | 1.2 | -1 | 98

# Other records follow.
SMILES,PDI turbidity,Glyco luc inh,ABHD5-PLIN5 inh,CaV13 ICDI inh,Cardio protect,MC4R antag cAMP,Granule exo inh,MC4R ag barr,m5-HT2A agonist,ABCB6 inh 2
CN(C)Cc1csc(NC(=O)Nc2cccc(C(F)(F)F)c2)n1,3,3,-2,-4,24,-6,0,0.2,-6,94
O=C(NCc1ccccc1Cl)c1ccc2nc[nH]c2c1,-1,1,4,-3,1,10,-1,0.3,4,101
O=C(c1cccc([N+](=O)[O-])c1)N1CCN(c2ccccn2)CC1,-2,1,-4,-19,8,2,-16,0.7,12,100
Cc1ccc(S(=O)(=O)Cc2ccc(C(=O)N3CCN(c4ccc(F)cc4)CC3)o2)cc1,-1,4,5,0,0,-3,7,0.0,1,105
Oc1ccc(Br)cc1CNn1cnnc1,-11,3,-1,-5,3,2,1,1.2,0,x
CCOc1nc(Nc2ccc(OC)c(Cl)c2)nc(OCC)n1,1,2,-1,-6,18,-11,-1,1.9,2,100
Cc1ncc(CO)c2cc(S(=O)(=O)c3ccc(F)cc3)c(=O)oc12,x,-4,7,-3,-3,11,0,-0.2,2,102
CCOC(=O)C1=CN(C(C)C)CCC1=O,11,0,0,-6,5,5,-2,-1.2,4,103
